# Compound activity as filed in PubChem.
# PfGluPho inh: PfG6PD (Plasmodium falciparum) enzyme inhibition | PfGluPho enzyme, NADPH resazurin-diaphorase fluorescence | inhibition, % at 20 µM | 0.78% of 350,000 active;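 active = inhibition reaching at least a set limit at 20 µM in the primary screen, cut at about 59% in these data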;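 note: 0% = DMSO wells with substrate and 100% = DMSO wells lacking glucose-6-phosphate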
# HKDC1 inhibitor: inhibitors of human hexokinase HKDC1 | Q2TB90 | recombinant HKDC1, G6PDH/diaphorase resazurin coupled fluorescence | 0.16% of 340,000 active | inhibition, % at 20 µM;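 active = inhibition above about 35% when tested at 20 µM, limit read from the data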;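 note: plate controls were DMSO wells with enzyme for no effect and DMSO wells lacking enzyme for full effect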
#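 Incubation: 90 min at room temperature in dark / Material: recombinant HKDC1 (HK5) hexokinase enzyme, produced in-house / Quantity: enzyme 5 µg/mL final / Compound: one dose of 20 µM, 1% DMSO / Reagent: glucose and ATP substrates / Buffer or medium: Tris pH 8.0 buffer with MgCl2, Tween-20, BSA, BME / Technique: resorufin fluorescence at 613 nm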
# SENP1 FRET inh: inhibitors of human SENP1 SUMO protease catalytic domain; Q9P0U3; recombinant SENP1 catalytic domain, CyPet-SUMO1-YPet FRET cleavage; inhibition, % at 10 µM; 0.21% of 360,000 active; AID 624204;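 active = inhibition at least 30% at 10 µM, raw YFP signal under a set limit, fluorescence ratio 0.5 to 1.5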;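 note: 0% = enzyme with DMSO and 100% = no enzyme wells; some results filed as inactive read as strong as hits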
# Target sequence (Q9P0U3 419-644 limits assumed): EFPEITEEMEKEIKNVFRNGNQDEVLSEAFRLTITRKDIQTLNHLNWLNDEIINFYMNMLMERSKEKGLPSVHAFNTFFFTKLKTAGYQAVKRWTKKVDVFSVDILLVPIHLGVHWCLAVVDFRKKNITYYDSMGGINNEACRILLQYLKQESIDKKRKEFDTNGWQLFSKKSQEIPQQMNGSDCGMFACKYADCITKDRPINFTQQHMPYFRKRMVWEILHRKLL
#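 material = recombinant human SENP1 catalytic domain, His6-tagged | quantity = 20 pM enzyme | reagent = 25 nM SUMO1 FRET substrate | compound dosing = 10 µM single point, 0.5% DMSO | timing = 50 min enzyme reaction, room temperature, light-protected | detection = FRET, CFP and YFP emission | control set = no-enzyme low, enzyme-DMSO high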
# UBC13 inh: human UBC13 polyubiquitination inhibition; inhibition, % at 20 µM; UBC13 polyubiquitin chain formation, TR-FRET; P61088; 0.47% of 330,000 active; AID 485273; in the data active = inhibition above about 45%, passing the limit was not always enough
# Target sequence (P61088 whole entry, looked up): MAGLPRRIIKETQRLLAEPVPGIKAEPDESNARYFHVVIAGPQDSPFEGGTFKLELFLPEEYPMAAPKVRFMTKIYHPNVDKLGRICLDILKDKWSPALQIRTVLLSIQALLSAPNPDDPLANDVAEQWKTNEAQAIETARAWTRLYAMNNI
# SENP8 block-1: blocks the human protease SENP8. Q96LD8. purified SENP8, Z-RLRGG-aminoluciferin cleavage, luminescence. inhibition, % at 10 µM. 1.2% of 330,000 active. AID 2540; in the data active = inhibition above about 50%
# Target sequence (Q96LD8 whole entry, looked up): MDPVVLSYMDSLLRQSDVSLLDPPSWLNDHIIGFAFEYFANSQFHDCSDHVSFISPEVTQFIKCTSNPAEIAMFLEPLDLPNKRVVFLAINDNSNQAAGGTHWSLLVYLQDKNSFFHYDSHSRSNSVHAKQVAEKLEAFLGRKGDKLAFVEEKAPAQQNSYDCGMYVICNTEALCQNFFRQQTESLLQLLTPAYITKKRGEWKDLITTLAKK
# SENP6 block: blocks the human protease SENP6; Q9GZR1; Recombinant SENP6 catalytic domain, aminoluciferin luminescence; inhibition, % at 10 µM; 1.8% of 330,000 active;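 active = inhibition above about 50% at the single tested dose, limit read from the data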;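 note: plate controls were DMSO wells with enzyme for no effect and DMSO wells lacking enzyme for full effect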
# SENP7 block: SENP7 protease inhibition | inhibition, % at 5 µM | recombinant SENP7, Z-RLRGG-aminoluciferin luminescence, 40 min | 1.5% of 330,000 active | Q9BQF6;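 active = inhibition above about 50% at the single test dose, limit read from the data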;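 note: plate controls were DMSO with enzyme for no effect and no enzyme buffer wells for full effect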
# Target sequence (Q9BQF6 706-1050 limits assumed): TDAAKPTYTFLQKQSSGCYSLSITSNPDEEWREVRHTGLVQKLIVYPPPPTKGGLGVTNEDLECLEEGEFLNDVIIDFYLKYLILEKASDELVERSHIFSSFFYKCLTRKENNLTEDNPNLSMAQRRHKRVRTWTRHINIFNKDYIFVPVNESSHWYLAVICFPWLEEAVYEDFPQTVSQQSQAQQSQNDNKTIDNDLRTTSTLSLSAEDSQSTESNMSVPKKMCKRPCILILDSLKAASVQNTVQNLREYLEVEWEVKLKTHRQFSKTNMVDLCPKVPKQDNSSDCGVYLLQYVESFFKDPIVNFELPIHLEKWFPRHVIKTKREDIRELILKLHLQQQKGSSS
# SENP8 block-2: blocks human SENP8 cleavage of Nedd8 substrate | 0.64% of 360,000 active | recombinant SENP8, Nedd8 substrate fluorescence | Q96LD8 | inhibition, % at 20 µM | AID 602440; in the data active = inhibition mostly above about 40%, no sharp cut-off; inactive = mostly below about 27%
# beta cell repl: induces beta-cell replication in MIN6 cells | MIN6 cells proliferation, ATPlite luminescence, 48 h; cells starved in 0.2% serum; 100% = growth in 10% serum | AID 2380 | proliferation, % at 10 µM | 0.29% of 330,000 active;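 active = compounds whose signal lies at least 3.5 SD above the mean of all wells on their plate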;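 note: 0% = DMSO-treated cells in low-serum medium and 100% = 10% serum control; some compounds called inactive have numbers as strong as hits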
# * hit, by the source's call; i = inactive; · = no result given. Outcome played no part in choosing rows; 4% or so of the library scored in one or more.
# Keys: A = PfGluPho inh; B = HKDC1 inhibitor; C = SENP1 FRET inh; D = UBC13 inh; E = SENP8 block-1; F = SENP6 block; G = SENP7 block; H = SENP8 block-2; I = beta cell repl
mol: Cc1c(C(=O)Nc2nnc(C3CC3)s2)oc2c(Cl)cccc12
  A = 14; B = 5; C = -1; D = -2; E = -2; F = 2; G = 1; H = -101; I = -3
mol: CC(C)C(=O)Nc1nnc(Cc2ccccc2)s1
  A = 3; B = -7; C = 3; D = -4; E = -3; F = 5; G = 19; H = 12; I = 0
mol: CC(=O)/C(C#N)=C1\NC(=O)C(Cc2ccccc2C)S1 (stereo not drawn)
  A = -23; B = -3; C = -5; D = -5; E = 3; F = 3; G = 0; H = 1; I = -4
mol: COC(=O)C(CCSC)NC(=O)c1cc2c(n(-c3ccc(C)cc3)c1=O)CCCC2=O (stereo not drawn)
  A = 6; B = -2; C = 2; D = -1; E = 4; F = -2; G = -3; H = -64; I = -3
mol: CN(CC(=O)Nc1ccc(N2CCOCC2)cc1)C(=O)CCNC(=O)c1ccccc1Cl
  A = 1; B = -2; C = -1; D = -5; E = -7; F = -1; G = -6; H = 13; I = -1
mol: Cc1cc(N/N=C2/CCCc3ccccc32)nc2ccccc12
  A = 57; B = -4; C = 1; D = 0; E = -7; F = -23; G = -3; H = -398; I = -6
mol: CN1CCN(C(=O)c2ccc(N(C)S(=O)(=O)c3cccs3)cc2)CC1
  A = -4; B = -4; C = 2; D = 8; E = 6; F = -1; G = 0; H = 5; I = -1
mol: CC1CCCN(CCCNC(=O)c2nn(C)c3c2CSc2ccccc2-3)C1 (stereo not drawn)
  A = 13; B = -6; C = 1; D = 4; E = 1; F = -2; G = -17; H = 16; I = -4
mol: COc1ccc(CNC(=O)COC(=O)/C=C/c2cccc(Br)c2)cc1
  A = -7; B = 2; C = 3; D = 1; E = 5; F = -4; G = 1; H = 19; I = 0
mol: COc1cc(/C=C/C(=O)c2ccc3c(c2)OCO3)cc(Cl)c1O
  A = 10; B = 6; C = -24; D = -55; E = -10; F = -16; G = 0; H = -16; I = -4
mol: Cc1c(CC(=O)NCCCC(=O)O)c(=O)oc2cc3oc4c(c3cc12)CCCC4
  A = -16; B = 0; C = -14; D = -2; E = -15; F = -23; G = -15; H = -269; I = 1
mol: COc1ccc(-n2nc([N+](=O)[O-])c(=NCc3cccnc3)n2O)cc1
  A = -16; B = 1; C = 1; D = -6; E = 2; F = 34; G = 6; H = 34; I = 0
mol: O=C(COc1ccc2ccccc2c1)NNC(=O)Nc1ccc(F)cc1F
  A = 4; B = -7; C = 0; D = 4; E = -6; F = -11; G = -4; H = -3; I = -1
mol: CCOc1ccc(-n2c(=O)c3ccccc3c3ccccc3c2=O)cc1
  A = 4; B = 3; C = 1; D = 8; E = -5; F = -13; G = 3; H = 21; I = -3
mol: COC(=O)CN1C(=O)N/C(=C/c2cc3c(cc2OC)OCO3)C1=O
  A = 19; B = -4; C = -92; D = -15; E = 0; F = 6; G = 9; H = -412; I = -2

# The last two compounds of the part above open the next one:
# Keys: A = PfGluPho inh; B = HKDC1 inhibitor; C = SENP1 FRET inh; D = UBC13 inh; E = SENP8 block-1; F = SENP6 block; G = SENP7 block; H = SENP8 block-2; I = beta cell repl
mol: CCOc1ccc(-n2c(=O)c3ccccc3c3ccccc3c2=O)cc1
  A = 4; B = 3; C = 1; D = 8; E = -5; F = -13; G = 3; H = 21; I = -3
mol: COC(=O)CN1C(=O)N/C(=C/c2cc3c(cc2OC)OCO3)C1=O
  A = 19; B = -4; C = -92; D = -15; E = 0; F = 6; G = 9; H = -412; I = -2
mol: CCOc1ccc(NC(=O)c2ccncc2)cc1
  A = -8; B = 6; C = 0; D = -6; E = -10; F = 60*; G = -3; H = 16; I = 0
mol: O=C(NC(=S)Nn1cnc2c(cnn2-c2ccccc2)c1=O)c1ccc(Oc2ccccc2)cc1
  A = -37; B = -10; C = 0; D = -12; E = -14; F = -16; G = -11; H = -2; I = -5
mol: CCCCC(=O)N(CCOC)c1nnc(-c2cccnc2)s1
  A = -2; B = -7; C = 0; D = 10; E = -2; F = 10; G = 3; H = -6; I = 1
mol: CCn1c(CN2CCOCC2)nnc1SCC(=O)Nc1ccccc1C
  A = -8; B = 1; C = 4; D = -5; E = 6; F = 0; G = -1; H = 6; I = -2
mol: C=CCOc1c2ccc(C(=O)NCc3ccccc3OC)cc2nn1C
  A = 3; B = -4; C = -2; D = 7; E = 0; F = 1; G = -3; H = i; I = 6
mol: O=C(N/N=C/c1cccs1)c1ccccn1
  A = -5; B = -9; C = 4; D = -13; E = 3; F = 19; G = 32; H = -3; I = -2
mol: COc1ccc(NC(=S)N(Cc2ccc(C(=O)O)cc2)Cc2ccc(OC)c(OC)c2)cc1
  A = 8; B = 3; C = 2; D = -8; E = -4; F = -9; G = -10; H = 6; I = 9.2*
mol: CC(=O)N1CCc2c(sc(NC(=O)Cc3ccc(F)cc3)c2C#N)C1
  A = -2; B = -1; C = 1; D = -5; E = -11; F = -4; G = -6; H = 12; I = 1
mol: COc1ccc(C)cc1NC(=O)Nc1cccc(C(=O)O)c1
  A = -15; B = -9; C = 5; D = -2; E = -11; F = -30; G = -3; H = -8; I = -2
mol: Cc1ccc(-c2nn(-c3ccc(F)cc3)cc2C(=O)N2CCN(C3CCS(=O)(=O)C3)CC2)cc1 (stereo not drawn)
  A = 1; B = -2; C = 0; D = -4; E = -1; F = -5; G = 1; H = 1; I = 5
mol: Cc1ccn2c(CNCCn3cccn3)c(C(=O)N3CCCCCC3)nc2c1
  A = 18; B = -8; C = -1; D = 7; E = 10; F = 23; G = -4; H = -18; I = -1
mol: Cc1[nH]c(=O)c(C#N)cc1-c1ccncc1
  A = -1; B = -2; C = -1; D = -3; E = 2; F = -8; G = -1; H = -39; I = 3
mol: CC(C)(C)NC(=O)C(=O)NNC(=O)c1ccco1
  A = -15; B = 4; C = 1; D = 1; E = -5; F = -1; G = -1; H = 12; I = 0
mol: CC(=O)n1cc(Nc2ccccc2C(=O)O)c2ccccc21
  A = -14; B = -2; C = 0; D = 4; E = -5; F = 4; G = 5; H = i; I = 0
mol: Cn1c(=O)c([N+](=O)[O-])c(Cl)c2ccccc21
  A = 18; B = 4; C = 0; D = ·; E = ·; F = ·; G = ·; H = 1; I = ·
mol: O=C(NCc1cccnc1)c1cccc(-c2cc3ccccc3oc2=O)c1
  A = -16; B = -4; C = -2; D = -9; E = -9; F = -8; G = -6; H = -361; I = 0
mol: CCOC(=O)C1=C(COC(=O)/C=C/c2ccc(SC)cc2)NC(=O)NC1C (stereo not drawn)
  A = 0; B = -9; C = 0; D = 6; E = -6; F = -20; G = 6; H = -452; I = -3
mol: COc1ccc(Cc2nnc(SCC(=O)N(C)CC(=O)Nc3ccc(C)cc3)o2)cc1
  A = 1; B = 0; C = 4; D = -1; E = -12; F = -10; G = 6; H = 11; I = 5
mol: Cc1c(N=C2C=C(Br)C(=O)C(Br)=C2)c(=O)n(-c2ccccc2)n1C
  A = 98*; B = 21; C = 12; D = -23; E = 6; F = 12; G = 8; H = 32; I = -5
mol: COc1cc(Br)c(CN2C(=O)NC3(CCCCCC3)C2=O)cc1OC
  A = -26; B = -3; C = 2; D = -2; E = -6; F = -4; G = -5; H = 4; I = 3
mol: COC(=O)c1cnc2c(C(F)(F)F)cccc2c1OC
  A = 9; B = 1; C = 1; D = 3; E = -5; F = -6; G = -9; H = -21; I = -1
mol: Cc1ccc(O)c(C(=O)c2coc(=N)c(C(=O)NC(C)C)c2)c1
  A = -1; B = -4; C = -23; D = 2; E = 7; F = 10; G = -3; H = -18; I = -1
mol: Cc1ccc(S(=O)(=O)NNC(=S)NCCc2ccccc2)cc1
  A = -22; B = 1; C = -2; D = -6; E = -5; F = -24; G = -1; H = -10; I = 1
mol: COc1ccc(/C=C/c2nc3ccccc3n2Cc2ccc(OC)c(OC)c2)cc1
  A = 66*; B = 4; C = 3; D = 1; E = 40; F = 47; G = -2; H = -375; I = -4
mol: C=CCC[C@@H](Cc1ccc(F)cc1)C(=O)OC[C@@H](NC(=O)[C@H](CC=C)CC(=O)NCCO)C(C)(C)C
  A = -5; B = 1; C = 4; D = 5; E = -2; F = 14; G = 3; H = 2; I = -2
mol: Cc1ccccc1CSc1nnc(CCCCCNC(=O)OC(C)(C)C)o1
  A = 1; B = 0; C = 2; D = 3; E = 2; F = 6; G = 8; H = 5; I = 0
mol: Cc1nc(Cl)cc(N/N=C/c2ccc(O)cc2)n1
  A = -1; B = 3; C = 0; D = -2; E = 89*; F = 87*; G = 91*; H = 2; I = -3
mol: O=C(NCCN1C(=O)S/C(=C\c2ccc(OC(F)F)cc2)C1=O)C1=COCCO1
  A = -5; B = 4; C = 1; D = -14; E = 5; F = 6; G = 2; H = 13; I = 0
mol: O=C(CC12CC3CC(CC(C3)C1)C2)N1CCCC1
  A = -15; B = -9; C = 0; D = 4; E = -1; F = -18; G = 3; H = 10; I = -1
mol: O=C(CSc1nnnn1C1CCCCC1)Nc1ccccc1N1CCOCC1
  A = -8; B = -5; C = 1; D = 4; E = 5; F = 12; G = -1; H = 11; I = 2
mol: Cc1ccc(CNC(=O)CN(C)S(=O)(=O)c2cccc3nsnc23)cc1
  A = 2; B = -5; C = 3; D = -12; E = -3; F = 11; G = 3; H = 27; I = -2
mol: O=C(CCNC(=O)c1ccco1)NCCc1ccc(Cl)cc1
  A = -3; B = -4; C = -2; D = -7; E = 4; F = -2; G = 0; H = 2; I = -2
mol: Cc1csc(NC(=O)COCC(=O)O)c1-c1nc2ccccc2s1
  A = 13; B = -8; C = -4; D = 6; E = 9; F = 19; G = 1; H = -252; I = 1

# Shown with two lines to a compound: part of the list above.
# Values run as follows: PfGluPho inh	HKDC1 inhibitor	SENP1 FRET inh	UBC13 inh	SENP8 block-1	SENP6 block	SENP7 block	SENP8 block-2	beta cell repl
COc1ccc(/C=C/c2nc3ccccc3n2Cc2ccc(OC)c(OC)c2)cc1
→ 66*	4	3	1	40	47	-2	-375	-4
C=CCC[C@@H](Cc1ccc(F)cc1)C(=O)OC[C@@H](NC(=O)[C@H](CC=C)CC(=O)NCCO)C(C)(C)C
→ -5	1	4	5	-2	14	3	2	-2
Cc1ccccc1CSc1nnc(CCCCCNC(=O)OC(C)(C)C)o1
→ 1	0	2	3	2	6	8	5	0
Cc1nc(Cl)cc(N/N=C/c2ccc(O)cc2)n1
→ -1	3	0	-2	89*	87*	91*	2	-3
O=C(NCCN1C(=O)S/C(=C\c2ccc(OC(F)F)cc2)C1=O)C1=COCCO1
→ -5	4	1	-14	5	6	2	13	0
O=C(CC12CC3CC(CC(C3)C1)C2)N1CCCC1
→ -15	-9	0	4	-1	-18	3	10	-1
O=C(CSc1nnnn1C1CCCCC1)Nc1ccccc1N1CCOCC1
→ -8	-5	1	4	5	12	-1	11	2
Cc1ccc(CNC(=O)CN(C)S(=O)(=O)c2cccc3nsnc23)cc1
→ 2	-5	3	-12	-3	11	3	27	-2
O=C(CCNC(=O)c1ccco1)NCCc1ccc(Cl)cc1
→ -3	-4	-2	-7	4	-2	0	2	-2
Cc1csc(NC(=O)COCC(=O)O)c1-c1nc2ccccc2s1
→ 13	-8	-4	6	9	19	1	-252	1
